Hsp70 activator: switches on Hsp70 transcription | activation, % at 10 µM | actives 0.04% (n = 200,000) | HeLa Hsp70 promoter luciferase reporter, luminescence; scaled: vehicle 0, proteasome-inhibitor control 100%;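 active = activation above the mean across all tested compounds plus 3 SD, cutoff set per campaign, cut at about 5.5% in these data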;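 also: 100% = MG132 at 30 µM as the positive control and 0% = DMSO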
PMI act satM6P: PMI (human) activation, high substrate. P34949. actives 0.34% (n = 190,000). coupled PMI enzyme assay, resazurin fluorescence, 20 min; hits give high values; 1 = untreated enzyme, 0 = substrate-free blank. AID 1216. activation factor at 20 µM;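 active = activation factor of 2 or more at 20 µM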
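Material: human phosphomannose isomerase with PGI, G6PDH, diaphorase coupling enzymes; amount: PMI at 15 ng/mL final; also added: Mannose-6-phosphate 1.0 mM (near-saturating) plus 0.22 mM NADP+; incubation: enzyme reaction with compound 20 min at room temperature; signal: resorufin fluorescence (Ex 544/Em 590 nm) from resazurin via diaphorase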
S1P3 antagonist: blocks the human S1P3 receptor; Q99500; CHO S1P3 NFAT-BLA reporter, FRET fluorescence, antagonist mode; inhibition, % at 4.98 µM; actives 0.27% (n = 170,000); AID 485;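 active = inhibition above the plate cutoff, the mean inhibition of test wells on that plate plus 3 SD, cut at about 28% in these data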;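 also: cells challenged with S1P at its EC80 of 0.8 µM; blue over green emission ratio from cleaved BLA substrate after 4 h stimulation; 0% = S1P-stimulated wells and 100% = unstimulated DMSO-only wells; some compounds past the cut are filed as inactive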
Target sequence (Q99500 whole entry, looked up): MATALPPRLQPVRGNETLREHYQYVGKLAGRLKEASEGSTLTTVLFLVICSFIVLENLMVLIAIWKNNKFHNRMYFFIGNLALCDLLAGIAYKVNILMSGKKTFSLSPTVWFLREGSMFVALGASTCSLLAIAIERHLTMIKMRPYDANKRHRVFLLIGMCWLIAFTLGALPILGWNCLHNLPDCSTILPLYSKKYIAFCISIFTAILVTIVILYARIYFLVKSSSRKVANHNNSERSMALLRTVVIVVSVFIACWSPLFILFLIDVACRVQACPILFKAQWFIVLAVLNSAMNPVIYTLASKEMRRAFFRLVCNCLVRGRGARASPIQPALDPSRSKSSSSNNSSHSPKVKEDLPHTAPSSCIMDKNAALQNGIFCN
RAM inhibit: yeast RAM network inhibition; inhibition, % at 50 µM; S. cerevisiae dse1pr::URA3 reporter, 5-FOA growth OD615, 2 d; analog-sensitive cbk1-as2 kinase mutant strain; actives 1.8% (n = 190,000); AID 868;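 active = inhibition above a set limit, 3 SD over mean compound inhibition, cut at about 8.4% in these data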;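 also: 0% = DMSO-only wells with no growth and 100% = 10 µM 1-NA-PP1 full growth; inhibition rescues growth on 5-FOA so higher OD means more RAM inhibition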
DTT redox prof: compounds producing H2O2 with reducing agent – biochemical, NIH compound library profiling, artefact control for MLSCN library redox annotation, primary screen. DTT-dependent redox cycling H2O2, phenol red/HRP absorbance; 100% = 100 µM peroxide control, 0% = buffer. activation, % at 10 µM. AID 878. actives 0.03% (n = 200,000);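 active = activation of at least 50% relative to the plate's high and low controls in the primary single-dose screen; inactive = activation below 50%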;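 also: compound incubated with DTT at 0.8 mM final as the reducing agent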
L major viab: reduces viability of Leishmania major promastigotes; actives 9% (n = 200,000); resazurin fluorescence viability; inhibition, % at 10 µM; in the data active = inhibition above about 50%;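 also: promastigotes grown with compound for 44 hours at 28 °C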
HMGR II inh: inhibitors of class II HMG-CoA reductase from Enterococcus faecalis | purified E. faecalis HMGR, NADPH absorbance 340 nm kinetic | inhibition, % at 10 µM | actives 0.41% (n = 190,000) | AID 1066;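 active = inhibition above a set limit, the median over all tested compounds plus 3 SD, cut at about 9.5% in these data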;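 also: enzyme runs in reverse so mevalonate oxidation gives rising NADPH absorbance; 0% = complete reaction with DMSO and 100% = background rate lacking mevalonate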
TNAP inh hiacc: blocks human TNAP under high phosphate acceptor concentration; purified TNAP, CDP-star luminescence, 1 M DEA; inhibition, % at 20 µM; actives 0.03% (n = 200,000);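 active = over 50% inhibition of tissue-nonspecific alkaline phosphatase at 20 µM in the single-dose screen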;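 also: plate controls were DMSO wells for no effect and EDTA-quenched wells as full inhibition for full effect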
Target sequence (P05186 whole entry, looked up): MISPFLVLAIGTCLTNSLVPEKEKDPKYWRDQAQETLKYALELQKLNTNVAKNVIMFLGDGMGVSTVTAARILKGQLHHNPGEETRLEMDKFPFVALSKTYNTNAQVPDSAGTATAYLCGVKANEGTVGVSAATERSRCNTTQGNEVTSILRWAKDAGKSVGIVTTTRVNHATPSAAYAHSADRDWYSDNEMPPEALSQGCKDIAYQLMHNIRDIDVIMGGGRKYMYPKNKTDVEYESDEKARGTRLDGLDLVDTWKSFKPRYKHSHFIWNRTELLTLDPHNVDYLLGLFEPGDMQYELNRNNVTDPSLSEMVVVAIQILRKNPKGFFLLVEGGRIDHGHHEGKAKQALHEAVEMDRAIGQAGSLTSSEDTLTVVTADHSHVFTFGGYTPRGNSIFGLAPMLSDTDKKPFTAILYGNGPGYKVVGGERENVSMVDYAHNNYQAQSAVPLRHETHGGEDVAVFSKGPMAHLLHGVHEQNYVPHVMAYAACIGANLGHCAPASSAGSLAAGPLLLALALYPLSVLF
PMI act: activators of human phosphomannose isomerase; purified human PMI, coupled resazurin fluorescence, 20 min; hits give high values; 1 = vehicle control, 0 substrate-free wells; actives 0.005% (n = 190,000); AID 1214; activation factor at 20 µM;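 active = activation factor of 2 or more at 20 µM, relative to plate controls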
TNAP inh noacc: inhibitors of human TNAP without phosphate acceptor. purified TNAP, CDP-star luminescence, 30 min. P05186. actives 0.26% (n = 200,000). inhibition, % at 20 µM;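 active = tissue-nonspecific alkaline phosphatase inhibition above about 50% at 20 µM in the single-dose screen, limit read from the data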;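 also: 0% = DMSO negative control and 100% = EDTA positive control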
Numbers without * were called inactive; · = not tested or not shown.

Order of results – Hsp70 activator	PMI act satM6P	S1P3 antagonist	RAM inhibit	DTT redox prof	L major viab	HMGR II inh	TNAP inh hiacc	PMI act	TNAP inh noacc
O=c1c2sccc2nc(SCc2cc(=O)n3cc(Cl)ccc3n2)n1Cc1ccccn1
    0.0	1	3	-0.4	0.4	45	0	1	1	-4
CCC(C)NC(=O)CCCc1ccccc1 (centres undefined)
    -0.5	1.3	·	-0.3	0.1	13	4	-2	1.2	-6
O=C(OCC#CCSc1nnc(-c2ccccc2)o1)c1cccs1
    -0.4	0.9	·	3.3	-0.2	2	0	-2	0.9	-10
CCC(CO)N=CC1=C(O)C(C(=O)c2ccccc2)CCC1=O (centres undefined)
    -0.2	0.9	4	0.6	6.1	0	1	2	1.2	-8
CC(=O)Nc1nonc1NC(=O)CSc1ccccn1
    -0.3	1	-12	-0.2	0.7	0	-1	-1	1	-1
COc1cc2cc(CN(CCO)S(=O)(=O)c3ccccc3Cl)c(=O)[nH]c2cc1OC
    -0.4	1	27	1.9	-0.5	-4	-3	-8	1	-8
Clc1cccc(-c2nnc3n2CCCCC3)c1
    -0.3	1	-3	1.8	-2.4	-15	-1	-6	1.1	-8
Cc1c(C(=O)OCC(=O)Nc2ccc(C(N)=O)cc2)cccc1[N+](=O)[O-]
    0.0	1	-16	4.3	-1.7	-11	-2	2	1.1	-6
O=C(Nc1cccc(NC(=O)c2ccc(-c3ccc(Br)cc3)o2)c1)c1ccco1
    0.0	0.9	·	1.7	0.0	24	-1	0	1	-7
Cn1c(-c2sc3cc(C(F)(F)F)cnc3c2-c2ccccn2)n[nH]c1=S
    0.3	0.9	-19	1.4	-0.9	-1	0	-8	0.9	0
Cc1ccc(S(=O)(=O)CC(CN2CCCCC2)N2CCCCC2)cc1 (centres undefined)
    0.1	1.1	8	0.9	-0.6	97*	2	-5	1	-7
CCOC(=O)c1c(-c2ccccc2)nc2c(C)cccn12
    -0.2	1.1	·	-1.3	16	13	-4	-4	1.2	1
CC1CCN(C(=S)c2ccc(O)cc2)CC1
    0.1	1.1	·	0.7	3.5	-8	1	1	1	-5
COc1ccc(Cl)cc1NC(=O)CN(C)C(=O)CNC(=O)C12CC3CC(CC(C3)C1)C2
    -0.4	1	·	2.1	0.0	1	1	-6	1	-6
Cc1cc(C(=O)CSc2nnc(-c3cccs3)n2Cc2ccccc2)c(C)n1C
    -0.4	0.9	7	3.2	-0.1	8	-7	-1	1	12
Cc1sc(NC(=O)/C=C/C(=O)O)c(C(N)=O)c1-c1ccc(C(C)(C)C)cc1
    -0.4	1	-2	3.8	-0.4	44	-3	-4	1	-8
c1ccc2nc(N3CCOCC3)cnc2c1
    -0.3	1	·	0.9	0.1	-4	2	-5	1	-15
CCn1c(SCC(=O)N2c3ccccc3Sc3ccccc32)nc2c1c(=O)n(C)c(=O)n2C
    ·	1	6	·	·	·	·	-3	1	-6
CC(C)(C)NC(=O)CON=C1c2ccccc2-c2ccccc21
    -0.3	1.1	13	3.4	-0.2	8	-2	0	1	-1
COCCN(C(=S)Nc1cc(C)cc(C)c1)C(C)c1cccs1 (centres undefined)
    -0.3	0.9	5	2.7	0.0	11	-1	0	0.9	-6
Cc1ncoc1C(=O)N1CCc2c([nH]c3ccccc23)C1C1CCCCC1 (centres undefined)
    0.0	0.9	4	0.2	-1.3	16	-3	-8	0.9	-8
COc1ccc(CNC(=O)CSc2nnnn2-c2ccccc2)cc1
    -0.1	1	-75	0.4	-0.5	-6	-6	0	1	-7
COc1ccc(S(=O)(=O)N(C)CC(=O)N2CCC(C(N)=O)CC2)cc1Cl
    -0.3	0.9	-7	0.3	-0.8	-6	-6	-2	0.9	-11
COc1ccc(/C=C/C(=O)Nc2cccc(N3CCOCC3)c2)cc1OC
    -0.2	0.9	15	1.2	0.4	0	0	-1	1	2
CC(Oc1ccc(Cl)cc1)C(=O)/C=C/N(C)C (centres undefined)
    0.0	1	·	-1.4	21	-10	-2	1	1.1	-2
CC1CCCCN1S(=O)(=O)c1ccc2c(c1)oc(=O)n2CC(=O)O (centres undefined)
    -0.2	0.7	14	0.6	0.0	-5	4	-7	0.8	-10
CS(=O)(=O)N1CC2CCCN2c2cc(C(F)(F)F)ccc21 (centres undefined)
    0.0	0.9	-6	1.6	-0.8	11	-1	5	0.9	0
COc1ccc(C(=O)N(CCCO)Cc2cc3c(C)ccc(C)c3[nH]c2=O)cc1OC
    -0.4	0.9	-20	-0.7	3.2	-8	0	-3	0.8	-13
C=C(C)Cn1c(CCNC(=O)CC)nc2ccccc21
    -0.4	1.1	·	0.9	2.8	1	1	3	1	-7
CCN(CC)S(=O)(=O)c1ccc(Cl)c(NC(=O)c2cc(Cl)cc(Cl)c2)c1
    -0.2	1	-5	3.0	0.1	-4	-5	-2	0.9	-13
COCCSc1ccccc1C(=O)NCc1cccnc1
    -0.1	0.9	2	0.1	0.2	0	-2	-5	0.9	-9
O=C(Nc1ccccc1C(=O)N1CCN(Cc2ccccc2)CC1)c1ccccn1
    -0.2	1	8	0.2	19	-5	-5	-8	1.1	-13
Nc1c(N(CCO)C(=O)COc2ccc(Cl)cc2)c(=O)[nH]c(=O)n1Cc1ccccc1
    -0.5	1.2	-5	1.4	-0.1	-6	0	-4	1	15
CCCCOc1ccc(C(=O)NCC2(c3ccc(OC)cc3)CCOCC2)cc1
    -0.3	0.9	4	2.2	0.1	44	-3	2	0.8	-13
COc1cc(/C=N/NC(=O)C(C)Nc2n[nH]c(=O)[nH]c2=O)cc(OC)c1O (centres undefined)
    -0.3	0.9	-3	0.8	-0.2	-6	-6	-3	1	-2
C=C(C)COc1ccc(-c2nc(N)ncc2Oc2ccccc2OCC)c(O)c1
    -0.3	0.7	7	5.7	0.8	1	-10	-2	0.7	-6
Cc1cc(C)n2nc(-c3sccc3-n3cccc3)cc2n1
    -0.5	0.9	·	6.2	1.5	16	-4	-4	0.9	2
COc1ccc(N2CC(NC(=O)N3CCN(c4ccccc4)CC3)CC2=O)cc1 (centres undefined)
    0.0	1.1	20	2.3	0.2	-1	1	-3	1.1	-2
Cc1ccc(SCCC(=O)OC(C(=O)NC(N)=O)C(C)C)cc1 (centres undefined)
    -0.1	1	4	4.7	-1.1	11	-1	-5	1.1	-14
Oc1ccc(C2C(c3ccccc3)=NN=C(c3ccccc3F)N2O)c(O)c1 (centres undefined)
    -0.3	1.4	-10	3.5	0.3	-8	2	3	1.4	-3
O=C1NCCN1C(=O)C12CC3CC(CC(C3)C1)C2
    -0.3	1.1	-14	1.6	-6.6	-1	-7	-2	1.1	-10
CCCCOc1ccc(/C=N/NC(=S)Nc2cc(C)ccc2C)cc1
    0.1	0.9	·	3.0	0.9	-12	5	-6	0.9	4
CC(C)N(C(=O)CSc1nnc(CN2CCCCCC2=O)n1-c1ccccn1)C(C)C
    -0.2	1	7	-0.8	-1.7	-4	-2	0	0.9	2
O=C(COC(=O)Cn1cnc2ccccc21)Nc1cccc(S(=O)(=O)N2CCOCC2)c1
    -0.3	1.1	-9	2.9	-0.1	4	-3	-4	1.1	-13
O=C(Nc1ccc(N2CCN(c3ccc(O)cc3)CC2)cc1)Oc1ccccc1
    -0.2	0.8	44	1.5	3.3	4	-2	-2	0.7	-8
CN(C)C(=O)c1nc(C#N)c(N(C)C)o1
    -0.3	0.9	-12	2.0	-0.7	-5	-3	-4	0.9	-8
COC(=O)c1sccc1NC(=O)c1cc(OC)cc(OC)c1
    0.0	0.9	·	4.3	0.2	-1	-1	3	0.9	-5
O=C(NCC1CCCO1)C(Cc1ccccc1)N1C(=O)C2C3C=CC(C4CC34)C2C1=O (centres undefined)
    0.0	0.9	-4	2.0	-0.3	1	-1	1	0.9	-1
CC(C)Cn1c(N)c(C(=O)COC(=O)C2CCCCC2)c(=O)n(C)c1=O
    -0.1	1	-5	-0.1	-2.4	-9	-8	-6	1.1	-10
Cc1sc(NC(=S)NC(=O)c2ccco2)c(C#N)c1C
    -0.3	1	10	4.0	-0.7	-3	-7	-3	1	3
COc1ccc(C2CC(c3ccccc3)Nc3nc(NC(=O)c4ccco4)nn32)cc1 (centres undefined)
    -0.1	0.8	-22	-0.3	2.0	0	-4	-4	0.8	-13
Cc1c(Cl)c(C(=O)NNC(=S)NCc2ccco2)nn1C
    -0.1	1	·	-0.8	0.9	-5	-4	-2	1	-168
CN(C)C(=O)CSc1nc(-c2ccccc2)nc2c1CCCC2
    -0.3	1.1	·	0.0	1.3	9	-3	1	1	-9
O=C(c1ccc2nc3ccccc3c(=O)n2c1)N1CCN(Cc2ccc3c(c2)OCO3)CC1
    -0.2	0.9	·	0.9	-5.2	5	1	-6	0.9	-10
O=C(Nc1ccc(S(=O)(=O)NC2=NCCCCC2)cc1)c1ccc2ccccc2n1
    -0.4	0.9	-1	3.5	-0.7	10	-3	-5	1	-12
CCCNS(=O)(=O)c1cccn1-c1ncc(C(F)(F)F)cc1Cl
    -0.6	1	·	0.2	-0.2	-7	0	-4	1	-20
C=CCn1c(SCC(=O)Nc2cc(NC(C)=O)ccc2OC)nnc1-c1ccccn1
    0.1	1	-26	1.3	2.1	-4	0	-8	0.9	-15
COc1ccc(N(C(=O)/C=C/c2ccc(OC)c(OC)c2)C2=CC3CCC(C2)N3C)cc1 (centres undefined)
    -0.2	0.9	12	1.3	0.3	100*	2	-2	1.1	-12
Cc1ccccc1OCc1nnc(SCC(=O)Nc2ccc(N3CCOCC3)c(Cl)c2)n1C
    -0.4	1	·	2.9	0.8	-1	-1	-3	1	3
Cc1cccc(C)c1NC(=O)C1CCCNC1 (centres undefined)
    0.1	1	-4	-0.6	-0.3	-5	-1	6	1	-6

Single records, as listed above:
`CC(C)N(C(=O)CSc1nnc(CN2CCCCCC2=O)n1-c1ccccn1)C(C)C` in the list: Hsp70 activator = -0.2; PMI act satM6P = 1; S1P3 antagonist = 7; RAM inhibit = -0.8; DTT redox prof = -1.7; L major viab = -4; HMGR II inh = -2; TNAP inh hiacc = 0; PMI act = 0.9; TNAP inh noacc = 2
`CN(C)C(=O)CSc1nc(-c2ccccc2)nc2c1CCCC2` in the list: Hsp70 activator = -0.3; PMI act satM6P = 1.1; S1P3 antagonist = ·; RAM inhibit = 0.0; DTT redox prof = 1.3; L major viab = 9; HMGR II inh = -3; TNAP inh hiacc = 1; PMI act = 1; TNAP inh noacc = -9

Later entries
Order of results – Hsp70 activator	PMI act satM6P	S1P3 antagonist	RAM inhibit	DTT redox prof	L major viab	HMGR II inh	TNAP inh hiacc	PMI act	TNAP inh noacc
COc1ccc2c(c1)c(=O)oc1cc(OCC(=O)NC3CCCCC3)ccc12
    -0.3	0.9	·	1.5	-3.7	-2	-3	-4	0.7	-4
O=C(CNCc1ccncc1)Nc1cc(S(=O)(=O)N2CCCCC2)ccc1Cl
    -0.3	1.9	15	1.9	-0.4	1	-5	-8	1.4	-9
COCCNC(=S)N/N=C/c1c(C)[nH]c2ccccc12
    -0.2	1.1	8	3.6	-0.2	6	-5	1	0.9	14
Cc1cc(NC(=O)CN2C(=O)C3CC=CCC3C2=O)no1 (centres undefined)
    -0.2	1	-24	-0.5	-1.1	-8	5	-3	1	-11
